SIAE primary: human SIAE inhibitors, primary screen, biochemical, fluorescence polarization, FP-Rh probe, 1536-well HTS | Sialate O-acetylesterase (Homo sapiens), Q9HAT2 | SIAE FP-Rh probe binding | inhibition, % at 9.66 µM | 0.69% of 370,000 active | AID 1053197, 2014;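 active = inhibition above a cutoff: mean of compounds within the control limits plus 3 SD of those, cut at about 17% in these data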;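 note: 0% = plate median of compound wells and 100% = probe without SIAE protein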
Target sequence (Q9HAT2 whole entry, looked up): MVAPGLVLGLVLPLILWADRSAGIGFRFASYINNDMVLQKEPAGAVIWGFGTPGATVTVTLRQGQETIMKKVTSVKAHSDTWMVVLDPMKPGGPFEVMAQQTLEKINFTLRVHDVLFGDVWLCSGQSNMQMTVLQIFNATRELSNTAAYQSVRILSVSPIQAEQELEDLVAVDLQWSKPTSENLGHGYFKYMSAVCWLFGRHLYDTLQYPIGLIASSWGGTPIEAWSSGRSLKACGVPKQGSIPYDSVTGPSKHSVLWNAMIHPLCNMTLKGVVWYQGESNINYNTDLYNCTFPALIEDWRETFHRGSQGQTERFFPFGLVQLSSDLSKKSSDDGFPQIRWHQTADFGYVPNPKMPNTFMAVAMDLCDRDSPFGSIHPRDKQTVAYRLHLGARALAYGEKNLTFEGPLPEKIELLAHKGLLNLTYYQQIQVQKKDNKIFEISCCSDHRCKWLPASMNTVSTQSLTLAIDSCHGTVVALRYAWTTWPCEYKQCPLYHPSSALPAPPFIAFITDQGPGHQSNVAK
NPR1 activator: GC-A stimulated cGMP production enhancers – HEK293 GC-A cells, cGMP TR-FRET, EC30 ANP, primary screen | Atrial natriuretic peptide receptor 1 (Homo sapiens), P16066 | 0% at EC30 ANP, 100% saturating ANP | activation, % at 10 µM | 0.14% of 370,000 active | AID 1671463, 2021; in the data active = activation above about 40%
ABHD4 inh: ABHD4 inhibitors, primary screen, biochemical, fluorescence polarization, mouse; 0.54% of 370,000 active; inhibition, % at 8.92 µM; purified mABHD4, FP-Rh probe fluorescence polarization;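 active = inhibition exceeding the mean over every tested compound plus 3 SD, cut at about 30% in these data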;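 note: 0% = plate median of compound wells and 100% = S159A mutant with DMSO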
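Material: mouse ABHD4 enzyme, wild type; Benchmarks: S159A mutant high control, sample median low control; Buffer or medium: HEPES pH 7.0, NaCl, Pluronic buffer; Signal: fluorescence polarization; Read-out: percent inhibition of probe binding, normalized to plate controls; Timing: pre-incubation 45 min, probe exposure 60 min, at 25 °C; Dosing: 8.92 µM, single dose.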
NPR2 activator: human GC-B receptor activators, primary screen, HEK293 GC-B cells, cGMP TR-FRET, EC30 CNP. Atrial natriuretic peptide receptor 2 (Homo sapiens), P20594. 0% at EC30 CNP, 100% saturating CNP. activation, % at 10 µM. 0.11% of 370,000 active;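 active = activation at 10 µM reaching about 35% in either raw or pattern-adjusted values, limit read from the data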
PRMT1 inh: PRMT1 methyltransferase inhibitors, primary screen, biochemical, fluorescence polarization; inhibition, % at 2.79 µM; Protein arginine N-methyltransferase 1 (Homo sapiens), Q99873; recombinant PRMT1, activity-based probe fluorescence polarization; 1.3% of 370,000 active;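 active = inhibition above about 21% made by adding two undisclosed values, limit read from the data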
rCAG binder: binders of r(CAG) RNA repeats, primary screen, biochemical, fluorescence. AID 651821, 2012. r(CAG) RNA repeat, TO-PRO-1 dye displacement fluorescence. inhibition, % at 3 µM. 1.3% of 370,000 active;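 active = inhibition above the plate cutoff, the mean of all test compounds on that plate plus 3 SD, cut at about 35% in these data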;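 note: 0% = DMSO alone and 100% = 100 µM mitoxantrone as full dye displacement; higher means more dye released from RNA so lower well fluorescence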
MBD2 inh: inhibitors of MBD2 binding to methylated DNA, primary screen, biochemical, TR-FRET, DNA-binding domain, human. Methyl-CpG-binding domain protein 2 (Homo sapiens), Q9UBB5. MBD2 binding to methylated oligonucleotide. inhibition, % at 4.4 µM. 0.31% of 370,000 active; in the data active = inhibition above about 13%
Target sequence (Q9UBB5 whole entry, looked up, the tested form may be a part): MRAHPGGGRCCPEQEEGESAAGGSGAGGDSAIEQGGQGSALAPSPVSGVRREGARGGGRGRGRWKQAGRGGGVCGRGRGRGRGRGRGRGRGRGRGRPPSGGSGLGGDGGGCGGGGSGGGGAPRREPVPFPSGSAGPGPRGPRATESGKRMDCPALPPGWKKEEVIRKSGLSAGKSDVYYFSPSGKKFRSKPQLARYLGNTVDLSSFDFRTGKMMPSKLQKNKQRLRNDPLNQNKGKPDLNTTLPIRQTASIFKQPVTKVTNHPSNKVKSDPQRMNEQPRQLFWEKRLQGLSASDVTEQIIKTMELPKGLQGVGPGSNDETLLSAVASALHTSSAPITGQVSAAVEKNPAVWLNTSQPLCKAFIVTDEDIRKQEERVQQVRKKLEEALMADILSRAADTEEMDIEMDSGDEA
HTRA1 inhibitor: HTRA1 serine protease inhibitors, primary screen, biochemical, fluorescence polarization, HTS; Q92743; recombinant HTRA1, FP-rhodamine activity-based probe; inhibition, % at 5.96 µM; 0.5% of 340,000 active; AID 504803, 2011; in the data active = inhibition above about 36%;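 note: 0% = enzyme with DMSO and 100% = wells lacking enzyme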
TCR-CD3 inh: inhibitors of human TCR-CD3 interaction, primary screen, biochemical, fluorescence, TAMRA-labeled TCR probe | T-cell receptor (TCR) | inhibition, % at 9.4 µM | 0.37% of 360,000 active | AID 651800, 2012; in the data active = inhibition above about 19%;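 note: recombinant mutant TCR 2C K166C tagged with TAMRA read by polarization; 0% = receptor in buffer alone and 100% = receptor with positive control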
UHRF1 MBD2 ctr: UHRF1 methylated DNA binding inhibitors, primary screen, counter-screen for MBD2 inhibitor project, biochemical, TR-FRET, human UHRF1, single concentration; inhibition, % at 4.4 µM; UHRF1 binding to methylated oligo; 0.75% of 370,000 active; in the data active = inhibition above about 21%;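 note: UHRF1 SRA domain binding a hemimethylated CpG hairpin DNA probe; 0% = median of test compound wells and 100% = reference inhibitor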
* = called active by the depositor; / = not tested or not shown.

smiles,ABHD4 inh,MBD2 inh,PRMT1 inh,NPR1 activator,UHRF1 MBD2 ctr,NPR2 activator,rCAG binder,SIAE primary,TCR-CD3 inh,HTRA1 inhibitor
Cc1ccc(-n2nnnc2SCC(=O)c2c(N)n(C3CC3)c(=O)[nH]c2=O)cc1C,6,1,5,-2,-1,3,4,3,1,-6
CCOC(=O)C1(Cc2ccc(Cl)cc2)CCN(C(=O)c2cnc(C)cn2)CC1,-4,7,4,2,3,2,-9,7,-7,3
Cc1cccc(-c2nnc(-c3cccc4ccccc34)o2)c1,-2,1,-1,-5,-1,-4,3,-8,1,-27
N#C/C(=C\Nc1ccc2c(c1)OCCO2)C(=O)NCc1ccco1,-6,4,0,-7,-1,2,-4,2,0,9
Cc1cccc(-c2nc(CS(=O)CC(=O)N3CC(C)CC(C)C3)c(C)o2)c1 (centres undefined),-2,2,2,-1,-1,0,-6,2,4,4
CCSc1nnc(NC(=O)C2(C)Cc3ccccc3C(=O)O2)s1 (centres undefined),-1,3,-2,3,0,4,2,1,7,-2
CC(C)(C)OC(=O)NCCCC[C@H](NC(=O)c1[nH]cnc1C(=O)N[C@@H](Cc1ccccc1)C(=O)OC(C)(C)C)C(=O)OC(C)(C)C,-25,-1,6,-1,-1,6,24,-35,-2,-29
COC(=O)c1ccc(S(=O)(=O)N2CCC(NC(=O)COc3ccc(F)cc3)CC2)cc1,-3,2,-1,-5,2,-2,0,-1,/,/
CNc1nc(NCc2ccccc2)c2sccc2n1,-10,6,6,11,2,1,-1,-6,0,/
C[C@@H]1CN([C@H](C)CO)C(=O)c2cc(NS(=O)(=O)c3cn(C)cn3)ccc2O[C@@H]1CN(C)S(C)(=O)=O,-1,2,-2,0,-3,8,0,-3,4,-5
O=C(NCC(O)COc1ccc([N+](=O)[O-])cc1)c1ccccc1 (centres undefined),-3,-3,-3,1,2,7,-1,0,-2,-3
COc1cc(OC)c(C(=O)OCCCOC(=O)c2cc(OC)c(OC)cc2OC)cc1OC,0,-2,-3,-3,4,0,-9,4,5,1
COc1cc(C(=O)OCC(=O)N2CCCC2)cc2c1OCCO2,-3,1,-2,-1,-3,1,1,-5,1,3
CC(=O)c1c(C)oc2ccc(NS(=O)(=O)c3ccc(C)cc3)cc12,-8,11,4,-5,4,1,0,-2,4,-2
C[C@H]1CN([C@@H](C)CO)S(=O)(=O)c2ccc(-c3cccc(F)c3)cc2O[C@@H]1CN(C)C,-4,1,4,0,0,4,-1,3,-11,1
Cc1csc(NC(=O)c2cc3c(s2)CCCCC3)n1,16,7,2,-2,9,-1,3,-4,-3,-57
Cc1ccc(Cl)cc1N1CCN(C(=O)CCCn2c(=O)c3cccn3c3cccnc32)CC1,-5,2,0,-1,-3,-12,4,-26,4,-49
O=C(Oc1ccc2ccc(=O)oc2c1)N1CCOCC1,2,3,1,7,0,4,0,3,-2,-4
Cc1ccc(S(=O)(=O)Cc2cn3cccnc3n2)cc1,6,5,3,1,2,5,-1,-5,3,-3
O=C(N/N=C/c1ccccn1)c1ccc(Br)o1,-5,-2,0,-2,-5,-4,1,9,-7,1
CC(C)=C1C2CCC1C1C(=O)N(c3nc(-c4ccc(F)cc4)c(C)s3)C(=O)C21 (centres undefined),19,-1,0,-4,0,1,-5,-2,8,-4
O=C(O)CSC1CC(=O)N(c2ccc(Br)cc2)C1=O (centres undefined),-2,2,10,-2,-1,1,6,1,4,1
CCN(CC(=O)Nc1ccc(OC)cc1)C(=O)c1cccc(S(=O)(=O)N2CCN(c3ccccc3)CC2)c1,7,-3,-1,-3,3,0,6,-2,1,-7
Cc1ccc([C@H]2C[C@H](O)[C@@H](n3cc(-c4ccc(F)cc4)nn3)CN2C(=O)c2cccs2)cc1,-17,-3,-3,-9,-2,1,5,-14,6,-42
O=C(NCC1CCN(Cc2ccc(F)cc2)CC1)C1CCCN(c2ncnc3c2nc2n3CCCCC2)C1 (centres undefined),-3,-5,2,-2,-2,-5,-7,-7,4,-2

An excerpt from above, limited to MBD2 inh, PRMT1 inh and rCAG binder.
SMILES | MBD2 inh | PRMT1 inh | rCAG binder
COc1cc(C(=O)OCC(=O)N2CCCC2)cc2c1OCCO2 | 1 | -2 | 1
CCSc1nnc(NC(=O)C2(C)Cc3ccccc3C(=O)O2)s1 (centres undefined) | 3 | -2 | 2
COC(=O)c1ccc(S(=O)(=O)N2CCC(NC(=O)COc3ccc(F)cc3)CC2)cc1 | 2 | -1 | 0

The results go on:
smiles,ABHD4 inh,MBD2 inh,PRMT1 inh,NPR1 activator,UHRF1 MBD2 ctr,NPR2 activator,rCAG binder,SIAE primary,TCR-CD3 inh,HTRA1 inhibitor
O=C(COc1ccc(Cl)cc1Cl)N1CCCN(C(=O)COc2ccc(Cl)cc2Cl)CC1,-23,-2,1,-20,0,-6,3,-19,7,-69
Cc1oc(-c2cc(F)ccc2F)nc1CN1CCCN(C(=O)c2ccco2)CC1,-3,4,-1,-3,15,-2,-4,1,6,4
Cc1ccc(S(=O)(=O)NNC(=O)c2sc(NS(=O)(=O)c3ccccc3)nc2C)cc1,9,4,6,-8,0,2,22,1,-6,-2
C=CCN1C(=O)C2(OCCCO2)c2cc(CCCC)ccc21,-7,1,-2,1,0,3,-7,2,0,-4
CCC(=O)N(CC)c1nc(-c2cc(OC)ccc2OC)cs1,8,1,2,3,-1,-6,-2,-3,9,5
Cc1cc(C(=O)Nc2ccccc2N2CCCCC2)no1,-6,1,0,-22,4,3,-2,0,6,-6
Cc1ccc2nc(Nc3ccccc3O)nc(-c3ccccc3)c2c1,3,6,0,1,20,-5,9,1,4,6
O=C(NCCCn1ccnc1)c1cc(Cl)cc(Cl)c1,0,4,-4,-3,-2,4,-4,-3,8,4
Cc1cccc(C)c1-n1nnnc1SCC(=O)N1CCNC1=O,-1,0,2,7,3,4,-1,2,-9,-1
CC(=O)N1CCN2C(=O)C1CCCC(=O)c1cc(C)ccc12 (centres undefined),-6,2,1,4,0,0,0,2,4,1
Cc1ccc(C)c(N2CCN(C(=O)CCC(=O)Nc3nnc(CC(C)C)s3)CC2)c1,-8,-1,-3,3,-3,6,-1,-4,2,2
c1ccc(Nc2ccccc2Nc2ccccn2)nc1,8,6,3,-4,4,-3,-4,4,6,5
CSc1ccc(CN(C)C(=O)CSCC(=O)Nc2ccc(C)cc2)cc1,-3,-3,-1,1,-1,2,-7,5,8,-3
Cc1c(/C=N/NC(=O)CNc2ccccc2)c2ccccn2c1C(=O)c1ccc(Cl)cc1,4,2,2,4,-1,-3,7,13,4,5
COc1cc(NCc2ccccc2O)c2ncccc2c1,1,-1,18,1,0,6,4,8,-5,11
COc1ccc2c(c1)c1ncn(CCN3CCNCC3)c(=O)c1n2C,3,-6,0,0,-2,0,1,-1,-6,-3
Cc1c(Cl)cnc(NC(=O)COC(=O)c2ccc3c(c2)OCO3)c1Cl,11,1,2,1,0,8,3,3,-1,3
Nc1c(C(=O)CSc2ncccn2)c(=O)[nH]c(=O)n1C1CC1,0,-2,-1,2,-1,0,1,1,2,11
CN1CCN(C(=O)C(C(=O)c2ccc(F)cc2)n2ccccc2=O)CC1 (centres undefined),4,2,-1,0,0,-1,-2,-5,-1,-1
COC(=O)c1ccc(OCC(=O)c2ccc(O)cc2O)cc1,-3,-3,2,-6,4,-6,4,2,-3,-3
Cc1c(C(=O)N(CC(C)C)c2c(N)n(Cc3ccccc3)c(=O)[nH]c2=O)sc2nc3n(c(=O)c12)CCC3,1,-2,-3,-1,9,0,0,4,12,0
CN(C)C(=O)CSc1ccc(S(=O)(=O)N2CCOCC2)cn1,3,2,3,0,5,0,0,5,-4,2
O=C(CSc1n[nH]c(-c2ccco2)n1)N1c2ccccc2Sc2ccccc21,-8,-1,1,-7,0,2,12,2,2,-12
CCCNC(=O)C(Cc1ccccc1)NC(=O)c1ccc(-c2ccccc2)cc1 (centres undefined),-8,0,0,1,2,2,0,-4,4,-11
C=CCn1c(N2CCN(c3ccc(OC)cc3)CC2)nc2c1c(=O)n(C)c(=O)n2C,-5,-8,0,0,-2,-6,-11,-2,8,5
CCOc1ccc(CCNC(=O)Cc2nn[nH]n2)cc1OCC,2,4,-2,1,0,3,-2,10,3,7
Clc1cccc(Cl)c1OCCOCCNCc1ccccc1,8,-2,0,-9,0,-12,-3,0,-3,7
CCCCc1ccc(NC(=O)c2ccc(NS(C)(=O)=O)cc2)cc1,-5,-5,-1,-6,1,-10,-1,-2,1,-5
S=C1NNC2(CC3CC2C2CCCC32)NN1 (centres undefined),5,5,4,2,0,2,4,1,-1,-5
CC(=O)N1CCN(C(=O)C2(NC(=O)Nc3ccccc3Cl)CCCCC2)CC1,-3,0,2,3,4,1,1,2,-3,2
Cc1ccc(N2CC(C(=O)NCCC3=CCCCC3)CC2=O)cc1 (centres undefined),-4,-5,1,1,1,3,-4,3,-2,-7
COc1ccc(CC(=O)Nc2cccc(S(=O)(=O)N3CCCC3)c2)cc1OC,-12,7,5,-1,2,3,9,-2,-11,-1
CN(C)[C@H]1CCN(c2cccc3c2S(=O)(=O)N2CC[C@H](C2)O3)C1,2,-5,0,0,-1,-2,1,-5,/,/
CC(=O)Nc1ccc(Nc2nc3ccccc3nc2NS(=O)(=O)c2ccc(Cl)c([N+](=O)[O-])c2)cc1,49*,-1,4,-3,-2,1,91*,16,4,32
CCn1c(=O)cc(SCC(=O)NCCC2=CCCCC2)c2ccccc21,-5,-1,-4,-9,0,-5,0,-2,1,-12
CC(C)OP(=O)(OC(C)C)C1(NS(=O)(=O)c2ccc(Cl)cc2)C=C(Cl)C(=O)C(Cl)=C1,7,-1,30*,0,1,-5,40*,-1,3,2
O=C(CNC(=O)c1ccc(Cl)cc1)NCC(F)(F)F,3,-4,-5,2,-4,-1,4,5,5,2
OC(c1ccc(Cl)cc1)c1ncc(-c2ccc(Oc3ccccc3)cc2)[nH]1 (centres undefined),-13,-1,0,-4,-3,3,4,-7,3,/
Nc1nccnc1C(=O)OCC(=O)C12CC3CC(CC(C3)C1)C2,-6,7,0,6,6,4,-1,0,4,3
Cc1ccc(C(=O)Nc2ccc(C)c(S(=O)(=O)N(C)C)c2)s1,-6,2,-2,0,4,3,5,-4,-2,-6
O=S1(=O)c2ccc(N3CC[C@H](O)C3)cc2O[C@@H]2CCN1C2,-4,-7,-8,-1,2,2,2,0,/,/
O=C(CNC(=O)OCc1ccccc1)NC1(C(=O)O)CCCC1,-4,4,-9,-1,11,6,-1,-1,-3,-1

Compound activity (PubChem BioAssay)

An excerpt; the hit share may differ from the screen's.
